# KDM5B inhibitor: inhibitors of human KDM5B histone demethylase. Q9UGL1. KDM5B demethylase, FDH-coupled NADH fluorescence (FDH is formaldehyde dehydrogenase). 220,000 tested, 2.6% active. Potency, µM (series often up to 57.7 µM), for the others: at the top dose activity change, negative = inhibition, actives largely listed as inhibitors; active = well fitted inhibition curve with a large enough effect; inconclusive = small, poorly fitted or top-dose-only effect; inactive = no such curve, though single readings can be large or run the other way; note: 0% is about no effect; nearly all actives have a fitted effect of over 70% in size
# Target sequence (Q9UGL1 whole entry, looked up): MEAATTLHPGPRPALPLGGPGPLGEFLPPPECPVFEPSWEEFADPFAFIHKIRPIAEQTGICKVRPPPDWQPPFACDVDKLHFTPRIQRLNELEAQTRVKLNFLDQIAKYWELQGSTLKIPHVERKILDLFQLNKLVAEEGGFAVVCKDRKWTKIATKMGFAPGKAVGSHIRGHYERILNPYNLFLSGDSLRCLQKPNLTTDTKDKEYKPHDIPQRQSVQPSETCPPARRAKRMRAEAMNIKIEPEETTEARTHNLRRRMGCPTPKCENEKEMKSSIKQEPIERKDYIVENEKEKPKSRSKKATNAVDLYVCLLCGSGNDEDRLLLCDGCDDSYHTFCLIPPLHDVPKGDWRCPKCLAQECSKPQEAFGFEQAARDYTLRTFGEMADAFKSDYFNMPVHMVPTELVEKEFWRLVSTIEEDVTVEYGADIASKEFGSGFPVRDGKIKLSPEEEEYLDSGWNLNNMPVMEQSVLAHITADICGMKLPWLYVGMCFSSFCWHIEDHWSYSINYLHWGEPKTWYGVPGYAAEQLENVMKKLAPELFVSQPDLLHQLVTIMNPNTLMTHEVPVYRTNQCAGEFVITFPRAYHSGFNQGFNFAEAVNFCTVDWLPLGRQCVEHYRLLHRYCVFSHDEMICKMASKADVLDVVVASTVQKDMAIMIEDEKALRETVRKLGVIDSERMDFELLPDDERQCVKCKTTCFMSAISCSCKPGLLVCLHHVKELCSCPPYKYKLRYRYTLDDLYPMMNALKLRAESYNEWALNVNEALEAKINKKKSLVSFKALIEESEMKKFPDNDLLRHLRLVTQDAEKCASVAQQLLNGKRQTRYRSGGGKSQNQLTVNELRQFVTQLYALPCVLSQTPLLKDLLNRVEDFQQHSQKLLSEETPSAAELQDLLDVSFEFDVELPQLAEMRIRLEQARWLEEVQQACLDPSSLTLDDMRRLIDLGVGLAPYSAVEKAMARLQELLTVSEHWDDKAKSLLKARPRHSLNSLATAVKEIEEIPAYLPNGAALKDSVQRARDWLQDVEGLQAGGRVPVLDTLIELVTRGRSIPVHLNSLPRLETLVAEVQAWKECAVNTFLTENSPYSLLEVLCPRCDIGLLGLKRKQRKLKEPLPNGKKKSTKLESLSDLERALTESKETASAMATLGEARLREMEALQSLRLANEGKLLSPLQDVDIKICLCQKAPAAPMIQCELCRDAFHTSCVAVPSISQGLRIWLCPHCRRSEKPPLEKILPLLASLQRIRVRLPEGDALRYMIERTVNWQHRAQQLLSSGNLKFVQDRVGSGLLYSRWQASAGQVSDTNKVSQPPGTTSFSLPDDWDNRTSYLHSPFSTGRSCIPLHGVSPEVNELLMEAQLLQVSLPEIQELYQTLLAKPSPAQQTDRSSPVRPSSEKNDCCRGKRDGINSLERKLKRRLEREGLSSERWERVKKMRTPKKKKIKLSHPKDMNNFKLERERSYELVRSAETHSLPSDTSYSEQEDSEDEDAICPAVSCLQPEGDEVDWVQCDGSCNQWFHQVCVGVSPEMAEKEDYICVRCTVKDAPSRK
#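 qHTS format, multiple compound concentrations. Buffer 50 mM HEPES pH 7.5/0.01% Tween-20; 200 nM KDM5BΔAP final; 10 min compound preincubation; substrate-mix levels 12.5 µM peptide, 25 µM α-KG, 0.25 mM NAD⁺; 30 min RT; ΔRFU.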
# Active calls of the source: *; ? = inconclusive; & = joins results of further samples; [ ] = dose if it differs, or a comment. Potency is the fitted concentration of half-maximal effect. An excerpt; rates above refer to the full screens.
KDM5B inhibitor	SMILES
-2%	Cc1ccc(NC(=O)C(c2ccccc2)N2Cc3ccccc3C2=O)cc1Cl (centres undefined)
3%	CCc1ccccc1NC(=O)C(=O)NCCc1sc(-c2cccc(F)c2)nc1C
?	COc1ccc(NC(=O)c2cc(S(=O)(=O)N3CCCCCC3)cn2C)cc1Cl
13%	Cc1ccc(-c2noc(CNC3CCCCC3)n2)cc1
?	Cc1ccc(NC(=O)Nc2cn(CC(C)C)c(=O)c3ccccc23)c(C)c1
-18%[86.2 µM]	O=C(c1ccccc1)N1CCC2(CC1)COc1ccccc1CN2
-15%	Cc1cccc(OCC(=O)N2CCCC(c3noc(COc4ccccc4)n3)C2)c1 (centres undefined)
-27%	CCOc1ccccc1CNC(=O)c1ccc2nc(Cc3ccc(OC)cc3)oc2c1
-10%	OCCCNC(=S)NCc1ccccc1
2%	O=C(NCCNc1ncccn1)NCCC(c1ccccc1)c1ccccc1
-28%	COc1ccc(C)cc1NC(=O)Nc1cc(C(=O)NCc2ccc(C)cc2)ccc1N1CCCC1
-29%[86.2 µM]	COc1ccc2nc(CO[C@H]3CN(Cc4cn(C)c5ccccc45)C[C@H]3F)[nH]c2c1
-75%	CCOc1ccc(Nc2nc(C)c(NC(=O)c3cccc(OC)c3)c(Nc3ccc(OCC)cc3)n2)cc1
-11%	COc1cc(=O)n2c(c1C(=O)Nc1cc(F)ccc1F)CCCC2
-21%	CCCCN1c2ccccc2S(=O)c2ccccc21
7%	Cc1cccc(NCC(=O)NC(=O)NCc2ccccc2)c1C(N)=O
-18%	O=C(NC1CC1)c1ccccc1OCC1CCCN(Cc2ccc(Br)o2)C1 (centres undefined)
15%	CC1=C(c2ccccc2)C(=S)NC(C)(C)C1
17%	Cc1nc(SC(C)c2cccc(Cl)c2)sc1CC(N)=O (centres undefined)
-17%	CCOc1cccc(/C=C/c2ccc3cccc(O)c3n2)c1OC
11%	COc1cc2c(=O)c(C(=O)c3ccc(C)c(C)c3)cn(Cc3ccc(F)cc3)c2cc1OC
15%	Cc1ccc2oc(C(=O)NC3CCN(C(=O)c4ccco4)CC3)cc(=O)c2c1
-8%	COc1ccc(CCNC(=O)CSc2cn(CCNC(=O)c3ccc(OC)c(OC)c3)c3ccccc23)cc1OC
-15%	Cc1c(Cl)cccc1NC(=O)Cn1nnc2sc3c(c2c1=O)CCCC3
14%	CCn1cc(S(=O)(=O)Nc2cccc(F)c2)cn1
36%[activator]	O=C(Nc1n[nH]c(Cc2ccccc2)n1)N1CCN(C(=O)c2ccco2)CC1
8%	Fc1ccc(CNC(=S)NCc2cccc(Br)c2)cc1
?	CC1CCN(C(=O)CSc2nc(N)c(NC(=O)c3ccccc3)c(=O)[nH]2)CC1
-23%	CC(C)c1nc2c(c(-c3ccc(O)cc3)n1)CN(C(=O)c1cccc(Cl)c1)CC2
?	CC(=O)Oc1c(-c2ccc(NC(=O)c3ccc4c(c3)OCO4)cc2)c(C2CC2)nn1-c1cccc(F)c1

# The list goes on, overlapping the part above by three compounds.
KDM5B inhibitor	SMILES
?	CC1CCN(C(=O)CSc2nc(N)c(NC(=O)c3ccccc3)c(=O)[nH]2)CC1
-23%	CC(C)c1nc2c(c(-c3ccc(O)cc3)n1)CN(C(=O)c1cccc(Cl)c1)CC2
?	CC(=O)Oc1c(-c2ccc(NC(=O)c3ccc4c(c3)OCO4)cc2)c(C2CC2)nn1-c1cccc(F)c1
1%	CC(=O)Nc1ccc(C(F)(F)F)cc1Cl
-10%	Cc1ccc(CNC(=O)Cn2c(=O)ccc3cc(S(=O)(=O)N4CCC(C)CC4)ccc32)cc1
0%[86.2 µM]	Cc1ccccc1NC(=O)C1=NO[C@@H]2CN(c3ccccn3)C[C@H]12
16%	N#Cc1cn(C2CC2)c(=O)n(Cc2coc(-c3cccc(F)c3)n2)c1=O
21%	Cc1cnc(C(=O)OCc2ccc(Cl)cc2Cl)cn1
-4%	CCCOc1ccc(CNC(=O)[C@H]2CCC[C@H]2NC(=O)c2ccc(OC)cc2)cc1
4%	COc1ccc(C(=O)N2CCC3(CC2)NC(=O)N(Cc2ccc(Cl)cc2)C3=O)cc1
-8%	CCc1nc(-c2c3n(c(=O)n(CC(=O)Nc4cc(C)ccc4OC)c2=O)CCCC3)no1
6%	O=C(CN1CCN(c2cnn(-c3ccccc3)c(=O)c2Cl)CC1)Nc1ccc2[nH]c(=O)[nH]c2c1
17%	N#Cc1ccc(S(=O)(=O)Nc2c(NC3CCCCC3)c3ccccc3oc2=O)cc1
-18%	CCCn1nc(C(=O)Oc2ccc(C(=O)CC)cc2)c2ccccc2c1=O
6%	Cc1ccc(NC(=O)CC2CCCN(c3cn[nH]c(=O)c3)C2)c(C)c1 (centres undefined)
20%	O=C(O)c1ccccc1SCc1ccccc1Cl
?	Cn1cc(CN[C@H]2C[C@H]3C(=O)NC[C@@H](CCC(=O)N4CCCCC4)N3C2)c2ccccc21
8%	CCN(c1ccccc1)S(=O)(=O)c1nnc(NC(=O)C(C)C)s1
?	CCOC(=O)C1CCN(C(=O)CC(c2ccc3c(c2)OCO3)c2c[nH]c3ccccc23)CC1 (centres undefined)
10%	Cc1c(C)n(-c2ccccn2)c2ncn3nc(Cc4ccccc4)nc3c12
15%	O=C(CCCc1cccs1)N(CC1CCOC1)C1CC1 (centres undefined)
?	CCS(=O)(=O)c1ncc(Cl)c(C(=O)N2CCN(c3ccc(OC)cc3)CC2)n1
18%	C=CCn1c(CNS(=O)(=O)c2ccc(Cl)cc2)n[nH]c1=S
?	O=C(O)c1ccc2nc(-c3cc4cc(Cl)ccc4oc3=O)[nH]c2c1
-27%	Cc1ccc(OCC(=O)N(c2ccc(C)cc2)S(=O)(=O)c2ccc(Cl)cc2)cc1
-4%	O=C(Cn1ccn(-c2ccc(F)cc2)c(=O)c1=O)Nc1ccccc1C(F)(F)F
-2%	COc1ccc(CCNC(=O)C2CCN(Cc3nc(-c4ccc(OC)c(OC)c4)oc3C)CC2)cc1OC
?	CCn1nc(C(=O)NCC(c2cccs2)N2CCCC2)c2ccccc2c1=O (centres undefined)
16%	COc1cccc(Oc2ncnc(N)c2[N+](=O)[O-])c1
8%	CC/C=C(/C)C(=O)NC(C)CN1CCOCC1 (centres undefined)
6%	CC(C)COc1ccc(C(=O)Nc2onc3c2CCCC3)cc1
0%&-13%	Cc1ccc2oc(=O)n(CCNC(=O)Nc3ccccc3Cl)c2c1
7%	COC(=O)CS(=O)(=O)c1nc2ccccc2nc1N1CCCCC1

# (list continues)
KDM5B inhibitor	SMILES
-4%[86.2 µM]	COCCOC(=O)N1CCC(Oc2cnc3c(ccn3-c3cncnc3)c2)CC1
3%	Cc1ccc(CN2CCn3c(nnc3[C@@H]3C[C@@H](O)CN3C)C2)s1
7%	O=C1Nc2ccccc2C1Cc1ccccn1 (centres undefined)
16%	CC1CN(C(=O)CCn2cnc3sccc3c2=O)CCO1 (centres undefined)
-23%	COc1ccc2c(c1)CC(C(=O)NCCCN1CCN(c3cccc(Cl)c3)CC1)CO2 (centres undefined)
?	O=C(NCc1ccc2c(c1)OCO2)c1nc(-c2ccc(F)cc2)c2ccccn12
-3%	C#CCNC(=O)CSc1nc2ccccc2nc1C
13%	Cc1ccc2c(Cl)cc(Cl)c(OCC(=O)NC(=O)NC(C)C)c2n1
-26%[86.2 µM]	Cc1ccc(-c2noc([C@@H]3C[C@H](NC(=O)CC(C)(C)C)CN3C)n2)cc1
?	CC(C)[C@@H]1CN(C(=O)c2nc3ccccc3[nH]c2=O)C[C@H]1NS(C)(=O)=O
403%[activator]	Cc1c(CC(=O)N[C@H](C(=O)O)C(C)C)c(=O)oc2cc3c(cc12)CCC(C)(C)O3
?	CCN(CC(=O)NCc1cccs1)C(=O)c1cc(=O)[nH]c2ccccc12
34%[86.2 µM]	O=C(C[C@@H]1CCNC[C@@H]1Cc1cc(CSc2ccccc2)on1)Nc1ccccc1
-16%	O=C(NCCSc1c(-c2ccc(Br)cc2)[nH]c2ccccc12)c1ccc(S(=O)(=O)N2CCOCC2)cc1
-32%	Cc1cc(C)c(O)c(-c2n[nH]c3c2C(c2ccccc2F)N(CCCO)C3=O)c1 (centres undefined)
1%	COc1ccc(Nc2oc(COc3ccccc3F)nc2C#N)cc1
8%	CN(Cc1ccccc1)C(=O)c1nn2cccnc2c1Cl
12%	O=C1CCCN1CCCN1C(=O)[C@H]2CN(Cc3ccccc3OC(F)(F)F)C[C@H]2C1=O
2%	Cc1ccc(CNC(=O)CSc2nc3ccccc3nc2Cc2ccc(C)cc2)cc1
-34%	C=CCCC(CN1CCCOCC1)Oc1ccc(Cn2ccnc2)cn1 (centres undefined)
-21%	N#Cc1ccc(C(=O)/C=C/c2ccsc2)cc1
?	CC1Cc2cc(/C(O)=C3/C(=O)C(=O)N(CCN4CCOCC4)C3c3ccc([N+](=O)[O-])cc3)ccc2O1 (centres undefined)
-5%	Cc1ccc(C)c(S(=O)(=O)N2CCN(C(=O)CCc3ncc(-c4ccc(F)cc4F)o3)CC2)c1
-6%	C=CCNC(=O)CCc1c(CC)nn(-c2ccccc2)c1Oc1ccccc1OC
-9%	O=S(=O)(Cc1noc([C@@H]2C[C@@H](O)CN2Cc2cc3ccccc3o2)n1)c1ccc(F)cc1
16%	CCC(=O)Nc1ccc(C(C)CC)cc1 (centres undefined)
22%	CC(C)(C)c1ccc(C(=O)Nc2ccc(Cl)cc2F)cc1
6%	Cc1ccc(CN(C)CC(=O)NC(=O)NC2CCCC2)cc1
-9%	CCO[C@H]1CN(C(=O)c2ccccc2OC(F)(F)C(F)F)C[C@@H]1O
253%[activator]	O=C(N[C@@H]1CNCC[C@@H]1CO)c1cccnc1

# For convenience, some entries already given:
KDM5B inhibitor	SMILES
-9%	CCO[C@H]1CN(C(=O)c2ccccc2OC(F)(F)C(F)F)C[C@@H]1O
253%[activator]	O=C(N[C@@H]1CNCC[C@@H]1CO)c1cccnc1

# Shown with each value named: entries from further up.
SMILES: Cc1c(Cl)cccc1NC(=O)Cn1nnc2sc3c(c2c1=O)CCCC3
  KDM5B inhibitor: -15%
SMILES: Cc1cccc(OCC(=O)N2CCCC(c3noc(COc4ccccc4)n3)C2)c1 (centres undefined)
  KDM5B inhibitor: -15%
SMILES: Cc1c(CC(=O)N[C@H](C(=O)O)C(C)C)c(=O)oc2cc3c(cc12)CCC(C)(C)O3
  KDM5B inhibitor: 403%[activator]

# Next section:
KDM5B inhibitor	SMILES
8%	COc1cc(NC(=O)c2sc3nc4n(c(=O)c3c2C)CCCCC4)cc(OC)c1OC
-4%	CCOc1ccc(NC(=O)c2nn(-c3ccc(OC)cc3OC)c(=O)c3ccccc23)cc1
1%	CN(C)C(CNC(=O)CCc1ncc(-c2ccccc2)o1)c1cccc(F)c1 (centres undefined)
19%	Cn1c(=O)c2c(ncn2CCC(=O)Nc2c(Cl)cccc2Cl)n(C)c1=O
?	CC(C)CN(CC(C)C)S(=O)(=O)c1ccc(C(=O)Nc2sc3c(c2C(N)=O)CCN(C(C)C)C3)cc1
-28%	COCCN1CCN(C[C@@H]2C=C(C)[C@H](Cc3nnc(COc4ccc(F)cc4)o3)C[C@H]2C(C)C)CC1
-28%	COc1ccc(CCNc2ncnc3c2CN(c2ccc(OC)cc2)C(=O)CN3C)cc1
18%[86.2 µM]	O=C(c1cccc(C(F)(F)F)c1)N1CCOCC2(CN(Cc3cc(F)cc(F)c3)C2)C1
7%	COc1ccc(C(=O)N(Cc2cc3ccc(C)cc3[nH]c2=O)c2ccc(C)cc2)cc1OC
-4%[86.2 µM]	CCNC(=O)N1CC[C@@H](CC(=O)O)[C@@H](CC2=NCCc3ccc(C)cc32)C1
-14%[86.2 µM]	O=C(NC[C@H]1O[C@@H](CO)[C@@H](O)[C@H]1N1CCCC1)c1ccccc1
8%	Cc1cc(S(=O)(=O)N[C@H]2[C@H]3CCO[C@H]3[C@@H]2N2CCCCC2)n(C)n1
-85%	CCN(c1ccccc1)c1ccc2cc(S(=O)(=O)N3CCCC3)ccc2n1
-4%	O=C(CSC1=Nc2ccccc2N=C(c2ccc(F)cc2)C1)Nc1ccc(Cl)cc1
?	COc1ccc(OC)c(NC(=O)c2sc3nc4c(cc3c2N)CCCCCC4)c1
25%	N#CC(C(=O)Nc1ccccc1)C(=O)c1ccccc1Cl (centres undefined)
-10%	CCOc1ccc(Oc2ccccc2N)cc1
13%	Cc1ccccc1NC(=O)N1CCC(CCNC(=O)CCCc2ccccc2)CC1
4%	Cc1cc(C)c(NC(=O)CSc2nc(-c3ccc(F)cc3)nc3c2Cc2c(CO)cnc(C)c2O3)c(C)c1
21%	O=C1CCCc2nc3ccccc3c(-c3ccccc3)c21
?	Cc1ccccc1C(=O)Nc1sc2c(c1C(=O)N1CCCCC1)CCC(C(C)(C)C)C2 (centres undefined)
4%	Cc1cccc(NC(=O)C2CCCN(S(=O)(=O)c3ccc4c(c3)CCCC(=O)N4)C2)c1 (centres undefined)
-3%	CCOC(=O)c1cnc(N2CCN(Cc3ccccc3)CC2)c2ccccc12
?	O=C(O)C1CCc2nnc(C3CCN([S+](=O)([O-])C4CCCC4)CC3)n21 (centres undefined)
2%	CCN1CCCC1CNC(=O)c1nc(-c2ccc3[nH]ccc3c2)no1 (centres undefined)
?	COC(=O)c1ccc(CNC(C)c2cnc(-c3ccncc3)nc2C)cc1 (centres undefined)
-2%[149 µM]	CN(C)C(=O)N1CCn2c(nnc2-c2cncc(Br)c2)C1
?	COc1ccc(-c2[nH]ncc2CN2CCCCCNC(=O)[C@@H]3CCC[C@@H]32)cc1
13%	Cc1ccc(C(=O)N2C[C@@H](CO)[C@H](c3ccccn3)C2)nc1
17%	CC(C)n1nc(C(=O)N[C@@H](Cc2ccccc2)C(=O)O)c2ccccc2c1=O
12%	CC(C)n1c(SCCc2ccccc2)nc2c1c(=O)[nH]c(=O)n2C
